Screens deposited in PubChem by several laboratories.
KCC2 mod – modulators of human KCC2 chloride dependent transport; KCC2 cells, thallium flux FluoZin-2 fluorescence; B-score of Tl+ flux slope (higher = more flux/activation; lower = inhibition) at 10 µM; actives 2.2% (n = 190,000); AID 1456;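 active = thallium flux slope and its plate-corrected score both differing from the plate sample mean at a set confidence after two filtering rounds, in either direction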;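 note: slope of fluorescence scaled to starting intensity during 10 to 20 s after thallium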
Thrombin inh – blocks human thrombin protease activity; actives 0.26% (n = 220,000); inhibition, % at 5 µM; AID 1046; alpha-thrombin, Boc-VPR-AMC fluorogenic substrate cleavage;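 active = inhibition at or above 40%; inactive = inhibition below 40%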;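 note: 0% = enzyme with no compound and 100% = wells without enzyme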
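System – human alpha-thrombin protein · Reagent – Boc-VPR-AMC substrate, 15 µM final · Compound – 5 µM single dose in 0.2% DMSO · Schedule – reaction at room temperature · Technique – AMC fluorescence at 355 nm excitation and 460 nm emission · Read-out basis – % inhibition relative to enzyme controls and enzyme-free blanks · Control set – no-compound enzyme wells and no-enzyme blanks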
PPC-1+TRAIL kill – PPC-1 cancer cell killing with TRAIL present; PPC-1 cells + TRAIL, ATPLite viability luminescence; cell killing (% activity), % at 4 µM; actives 0.41% (n = 220,000);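 active = cell killing above 50% in the first pass at 4 µM, then a duplicate retest at 5 µM averaging 50% or more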;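 note: plate controls were cells with TRAIL plus DMSO for no effect and medium-only wells lacking cells for full effect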
EBV gp42 block – blocks Epstein-Barr virus glycoprotein 42 binding; inhibition, % (tested at 21.74 µM); actives 0.42% (n = 220,000); AID 1085; Q1HVG2; Fluorescence polarization binding assay, mP read-out; in the data active = inhibition above about 50%
Target sequence (Q1HVG2 whole entry, looked up): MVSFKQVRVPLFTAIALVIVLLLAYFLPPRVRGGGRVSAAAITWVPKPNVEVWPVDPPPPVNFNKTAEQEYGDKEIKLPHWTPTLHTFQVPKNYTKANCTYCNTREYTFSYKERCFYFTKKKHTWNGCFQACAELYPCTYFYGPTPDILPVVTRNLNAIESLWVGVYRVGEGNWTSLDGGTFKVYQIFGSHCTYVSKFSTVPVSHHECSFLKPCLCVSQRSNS
TRPML3 ag – human mucolipin-3 channel agonism; AID 1448; activation, % at 3 µM; actives 0.29% (n = 220,000); Q8TDD5; HEK293 TRPML3-YFP, Fluo-8 calcium fluorescence; 100% = the carbachol control signal;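 active = activation above its plate's cutoff, the mean activation of the plate's test wells plus 3 SD, cut at about 12% in these data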;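 note: 0% = DMSO only wells and 100% = carbachol wells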
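Material: HEK293 cells stably carrying human TRPML3-YFP; compound dosing: single dose, 3 µM final nominal compound, 0.3% DMSO final; incubation: 1-h 37 °C dye load, 5-s basal, 120-s post-compound reads; technique: Fluo-8 intracellular calcium fluorescence, excitation 470-495 nm, emission 515-575 nm; read-out basis: percent activation from peak-to-basal fluorescence ratio, scaled between DMSO and carbachol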
Furin inh – inhibitors of human furin. P09958. purified furin, fluorogenic substrate cleavage. inhibition, % at 30 µM. actives 0.061% (n = 220,000); in the data active = inhibition above about 25%; note: inactives centre near -15
Target sequence (P09958 108-714 limits assumed): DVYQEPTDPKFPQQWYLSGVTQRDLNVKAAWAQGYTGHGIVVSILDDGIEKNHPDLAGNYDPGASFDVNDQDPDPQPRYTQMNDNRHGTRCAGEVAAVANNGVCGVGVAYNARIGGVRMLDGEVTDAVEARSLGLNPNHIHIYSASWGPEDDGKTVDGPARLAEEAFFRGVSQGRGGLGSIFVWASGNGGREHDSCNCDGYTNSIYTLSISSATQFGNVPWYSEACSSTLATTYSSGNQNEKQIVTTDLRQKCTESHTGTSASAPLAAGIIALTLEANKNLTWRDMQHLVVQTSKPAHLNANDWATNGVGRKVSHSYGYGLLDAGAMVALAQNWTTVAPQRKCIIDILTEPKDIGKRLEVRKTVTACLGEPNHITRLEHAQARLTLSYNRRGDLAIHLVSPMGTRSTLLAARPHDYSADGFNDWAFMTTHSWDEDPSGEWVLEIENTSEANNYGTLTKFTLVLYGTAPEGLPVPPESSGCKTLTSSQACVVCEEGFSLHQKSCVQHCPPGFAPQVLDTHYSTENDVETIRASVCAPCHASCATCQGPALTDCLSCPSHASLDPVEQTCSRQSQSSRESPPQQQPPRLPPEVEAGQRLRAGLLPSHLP
m-calpain inh – blocks pig calpain II enzyme activity. actives 0.37% (n = 220,000). purified calpain II, fluorogenic peptide substrate, 30 min. inhibition, % at 16 µM;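 active = inhibition above about 50%, limit read from the data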
zfTRPN1 agonist – zebrafish TRPN1 (NompC) channel agonism. HEK293 zebrafish TRPN1-YFP, Fluo-8 calcium fluorescence; 100% = response to 87 µM carbachol. activation, % at 3 µM. actives 0.18% (n = 220,000);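 active = activation above its plate's cutoff, the mean activation of test wells on that plate plus 3 SD, cut at about 19% in these data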;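 note: 0% = DMSO alone and 100% = 87 µM carbachol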
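Material: zebrafish TRPN1-YFP in HEK293 cells. Doses: one dose of 3 µM, 0.3% DMSO. Incubation: dye 1 h 37 °C plus 30 min RT. Measured by: intracellular calcium fluorescence with Fluo-8.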
Tb hexokinase – T. brucei hexokinase 1 inhibition. recombinant TbHK1, G6PDH-coupled NADH A340. inhibition, % at 10 µM. actives 0.11% (n = 220,000);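 active = inhibition of 50% or more in the single-dose primary screen; inactive = inhibition below 50%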
Active calls of the source: *; i = inactive; nt = no result given; [ ] = another dose, or the depositor's remark.

SMILES	KCC2 mod	Thrombin inh	PPC-1+TRAIL kill	EBV gp42 block	TRPML3 ag	Furin inh	m-calpain inh	zfTRPN1 agonist	Tb hexokinase
O=C(CN1CCN(c2ccccc2F)CC1)Nc1ccccc1F	0.1	1	4	-12	-0.3	-23[20 µM]	6	-1.4	-7
Cc1ccc(S(=O)(=O)N2CCOCC2)cc1NC(=O)Cn1ccsc1=N	0.092	9	5	-9	1.5	-5[20 µM]	-31	-0.6	-6
COc1cc(OC)cc(-c2nnc(Sc3ccc(C=O)cc3[N+](=O)[O-])o2)c1	nt	5	-13	-23	0.5	-20[20 µM]	-38	2.2	-3
O=C(/C=C\c1ccccc1[N+](=O)[O-])Nc1ccccc1	-0.046	-1	-8	2	0.7	-25	-2	1.4	-11
CC(=O)c1ccc(NC(=O)c2ccc(COc3ccccc3[N+](=O)[O-])o2)cc1	-1	-12	12	11	0.2	-15	9	0.8	-4
COC(=O)c1sc(N2C(=O)C(=O)/C(=C(/O)c3ccccc3)C2c2ccco2)nc1C (centres undefined)	-0.71	3	13	-5	0.6	-1	6	0.5	-51
Cc1sc2nc(N3CCOCC3)[nH]c(=O)c2c1-c1ccccc1	0.46	1	15	-12	1.0	-27	2	1.8	1
Cc1cccc(N=C2NC(=O)/C(=C/c3cccn3C)S2)c1	-0.26	-3	2	3	0.4	-11	-1	-0.7	-14
Cc1ccc(S(=O)(=O)N(C)C)cc1NC(=S)NNC(=O)C(N)=O	-0.58	-1	20	1	0.5	-22	-26	-0.1	-12
C=CCSC1=C(C#N)C(c2ccc(OCC)cc2)CC(=O)N1 (centres undefined)	0.14	-1	16	-14	0.0	-25	11	-0.5	-5
Cc1c(C)n(CC(O)CNCCO)c2ccccc12 (centres undefined)	-0.014	-2	14	-3	1.6	-26	-27	0.7	4
O=C1c2ccccc2C2NC(=O)C3(CCCCC3)N12 (centres undefined)	-0.34	-1	36	-9	0.1	-17	-11	2.3	2
COC(=O)c1cc(OC)c(OC)cc1NC(=O)CSc1ccc(C)cc1	nt	3	20	3	0.4	-21[20 µM]	-64	-0.2	2
Cc1ccccc1Nc1nc2ccccc2s1	-0.044	-9	20	9	-0.5	-6	-6	-1.1	-6
Cc1cc(OCCCN2CCN(Cc3ccccc3)CC2)ccc1[N+](=O)[O-]	-0.49	1	8	0	2.8	-5	34	5.8	2
Nn1c(SCC(=O)NC(=O)Nc2ccc3c(c2)OCCO3)nnc1C1CC1	0.99	-6	12	-7	0.6	-11	46	0.3	5
O=C(c1cccc(Cl)c1)N1CCCC(c2ccc(Cl)cc2)=N1	nt	-6	-6	-11	-0.5	1[20 µM]	16	0.2	4
O=C(CCCc1ccccc1)N1CCN(c2ccc([N+](=O)[O-])cc2)CC1	-3.4	-3	20	-15	0.5	-14	18	3.7	2
CC(=O)OCC(=O)NCC(=O)c1c[nH]c2ccccc12	-0.43	3	5	-5	0.3	-15	22	1.9	6
CC(=O)c1ccc(NC(=O)C2CCCN(S(=O)(=O)c3c(C)[nH]c(=O)[nH]c3=O)C2)cc1 (centres undefined)	0.33	-1	-7	0	-0.3	-20	18	1.6	12
Cc1cc(F)c(F)c(C(=O)N2C(C)CCCC2C)c1Cl (centres undefined)	0.6	0	9	-4	3.0	-1	6	-1.5	-5
COc1ccccc1NC(=O)C(=O)N1CCCC1	-1.5	-8	-5	3	0.2	-20	-19	-0.2	-4
Cc1ccc(NN2C(=O)C=C(c3ccc(Cl)cc3)C2=O)cc1	nt	-5	3[5 µM]	2	2.7	-23[20 µM]	-7	1.4	-3
CC(C)C(c1nnnn1C1CCCCC1)N1CCCc2ccccc21 (centres undefined)	-0.75	1	22	-12	-0.7	-15[20 µM]	1	-1.2	3
CCOc1ccccc1OCCCCOc1ccccc1F	-0.72	1	2	1	0.2	0	18	-0.1	33

Compounds above that contain fluorine:
SMILES	KCC2 mod	Thrombin inh	PPC-1+TRAIL kill	EBV gp42 block	TRPML3 ag	Furin inh	m-calpain inh	zfTRPN1 agonist	Tb hexokinase
O=C(CN1CCN(c2ccccc2F)CC1)Nc1ccccc1F	0.1	1	4	-12	-0.3	-23[20 µM]	6	-1.4	-7
Cc1cc(F)c(F)c(C(=O)N2C(C)CCCC2C)c1Cl (centres undefined)	0.6	0	9	-4	3.0	-1	6	-1.5	-5
CCOc1ccccc1OCCCCOc1ccccc1F	-0.72	1	2	1	0.2	0	18	-0.1	33

(next part)
SMILES	KCC2 mod	Thrombin inh	PPC-1+TRAIL kill	EBV gp42 block	TRPML3 ag	Furin inh	m-calpain inh	zfTRPN1 agonist	Tb hexokinase
Cn1cnc(S(=O)(=O)NCc2ccccc2)c1	0.75	-6	-9	8	0.5	-13	1	0.4	-5
COc1ccc(S(=O)(=O)N2CCN(C(=O)c3cc(C)oc3C)CC2)cc1	0.25	4	3	-14	-1.5	-16	19	-1.6	0
CCOc1cc(N2CCOCC2)c(OCC)cc1NC(=O)COC(=O)c1ccccc1C	-0.11	2	-2	-22	-0.4	-9	-8	-1.3	-4
COc1ccc(C(=O)c2c[nH]cc2-c2ccccc2)cc1	1.3	1	5	11	-0.4	-16	-11	-1.2	-7
CCOC(=O)C1CCCN(CCC(=O)Nc2cccc(F)c2)C1 (centres undefined)	0.62	3	5	-19	0.6	-9	-2	0.7	1
Cc1ccc(O)c(-c2cc3ccccc3[nH]2)c1	0.57	-1	-20	-6	0.5	-40[20 µM]	i	-0.4	-15
CCCCC[n+]1ccn(C2=C([O-])c3ccccc3C(=O)/C2=N\S(=O)(=O)c2ccc(Br)cc2)c1	-0.52	0	-2	-11	0.8	-12	-20	2.1	-13
Cc1cccc(S(=O)(=O)Nc2ccc(-c3nc4ccc(C)cc4s3)cc2)c1	0.37	-3	20	-15	0.2	-21	-163	-0.1	16
COC(=O)c1ccc(N2NC(=O)/C(=C/c3ccc(-c4ccc(Cl)c(C(=O)O)c4)o3)C2=O)cc1	-0.011	6	23	-2	0.6	-12	2	2.1	-4
COc1ccc(/C=N/N2CCOCC2)cc1COc1ccc(F)cc1	-0.016	0	18	7	-0.1	-15	-2	-2.4	-4
CCOC(=O)c1cc(OC(=O)c2cccc([N+](=O)[O-])c2)n(-c2ccccc2)n1	nt	-3	30	-4	0.8	-13[20 µM]	3	-0.7	-5
Cc1ccccc1NC(=S)N(CCc1c(C)[nH]c2ccc(F)cc12)Cc1ccncc1	0.3	-2	14	-12	-0.3	-29	28	0.9	-2
Cc1ccc(N(C(C)C(=O)Nc2ccccc2C(=O)N2CCOCC2)S(C)(=O)=O)cc1C (centres undefined)	-0.44	-5	13	-4	-0.5	-21[20 µM]	-10	1.5	4
Cc1nc(SCC(=O)c2cc3ccccc3oc2=O)c(C#N)c(C)c1C(=O)Nc1ccccc1	0.29	3	-4	-11	0.9	4[20 µM]	4	1.3	-8
CC1CCCC(C)N1S(=O)(=O)c1ccc(S(=O)(=O)NCCc2ccncc2)cc1 (centres undefined)	0.03	-5	8	-14	0.5	-2[20 µM]	14	0.7	7
CC[C@H](C)[C@H](NC(N)=O)C(=O)NCCc1ccc(Cl)cc1	0.58	-17	16	-10	-0.3	-8	16	-2.4	1
Nc1nc(Sc2ccc(C(F)(F)F)cc2[N+](=O)[O-])n[nH]1	-0.053	-2	27	-3	0.2	2[20 µM]	21	-1.2	-5
CC(C)(C)n1nnnc1C(c1cc2cc3c(cc2[nH]c1=O)OCCO3)N1CCSCC1 (centres undefined)	0.38	-4	12	-4	-0.3	-15	-129	-0.7	13
CC(C)Oc1cccc(C(=O)NC(=S)Nc2ccc(N3CCN(C)CC3)cc2)c1	0.79	5	8	-18	0.8	-13	6	1.5	-8
NC(=O)c1ccccc1NC(=S)NC(=O)CCc1ccccc1	-0.62	-8	2	-12	0.1	-18	-13	-1.4	-10
Cc1ccccc1-c1nc(CN2CCCC2c2ccc(F)cc2)c(C)o1 (centres undefined)	0.61	-11	5	-15	0.3	-19	-19	0.7	-1
N#Cc1cccc(CSc2nnc(CCCO)n2-c2ccccc2)c1	0.49	0	30	-17	-0.1	-23	-7	0.8	1
COCC(C)NCc1cccc(C)c1 (centres undefined)	0.72	-5	4	-24	0.1	-25[20 µM]	-15	0.8	-2
CCCN1/C(=C(/C#N)C2=NS(=O)(=O)c3ccccc32)N(C)c2ccccc21	-0.96	-1	4	-12	0.6	1	4	2.1	-4
C=CCn1c(SCC(=O)Nc2ccc3c(c2)OCO3)nnc1-c1ccccc1	nt	1	-6	-10	-1.4	-15	9	-0.6	11
SMILES	KCC2 mod	Thrombin inh	PPC-1+TRAIL kill	EBV gp42 block	TRPML3 ag	Furin inh	m-calpain inh	zfTRPN1 agonist	Tb hexokinase
O=C(Nc1cc(C(F)(F)F)ccc1N1CCCC1)c1ccc2c(c1)OCO2	-1.6	1	15	-3	-0.2	-5[20 µM]	29	-1.1	0
CCOC(=O)c1cc(C)n(Cc2ccccc2)c1C	-1.4	-11	6	4	-0.9	-20	1	-2.1	8
FC(F)(F)c1nnc2sc(-c3ccco3)nn12	1.1	12	2	-16	-0.4	-26	-11	1.8	-3
Cn1c(N)c(C(=O)COC(=O)c2nc(Cl)ccc2Cl)c(=O)n(C)c1=O	nt	-2	4	-2	1.3	-18	8	0.5	-4
COC(=O)CCCC1=CC2=C(c3ccccc3)C(=O)C(C)(OC(=O)C3CCCC3)C(=O)C2=CN1CCc1ccccn1 (centres undefined)	-0.51	-4	-2	8	nt	-9	-15	nt	-22
C[C@@H](Nc1nc(-c2ccccc2)nc2c1oc1ccccc12)C(=O)O	-0.44	4	-9	-22	0.5	-18	4	1.0	-16
O=C(COc1ccccc1)NCC(=O)N/N=C/c1cc(Br)ccc1OCc1ccccc1	-1.9	-9	20	2	-0.5	-20	-54	-0.7	3
CC(C)(O)C#Cc1ccc(CN2CCN(Cc3ccccc3)C(CCO)C2)s1 (centres undefined)	-0.78	-8	13	-3	1.2	-23	7	2.5	-5
O=C(O)c1ccc(N/N=C/c2cn(-c3ccccc3)nc2-c2cccs2)cc1	-1.9	-6	79*[5 µM]	8	-0.6	-26	-1	-2.2	0
Cc1ccc2c(c1)NC(=O)C(CC(=O)NCCCN1CCCC1)O2 (centres undefined)	nt	-3	13	-14	1.1	-45	-5	0.6	3
O=C(CN1C(=O)c2ccccc2C1=O)N1CCOCC1	0.9	0	5	-13	1.0	-32	-10	-0.2	-2
COc1ccc(NC(=O)COC(=O)[C@@H](NC(=O)c2c(F)cccc2F)C(C)C)cc1	-0.62	-8	23	-16	1.1	-29	-31	-0.2	0
Cc1noc(/C=C/N(C)C)c1S(=O)(=O)N1CCCC(C(=O)N2CCCCC2)C1 (centres undefined)	0.032	3	9	-19	1.6	-14	13	1.2	-36
Cc1cccc(N2CC(C(=O)Nc3nnc(SCC(=O)Nc4cc(C)on4)s3)CC2=O)c1 (centres undefined)	0.19	0	20	-38	0.2	-16	-81	1.5	21
CCOc1ccc(C(=O)NCc2ccncc2)cc1OCC	0.78	-4	-11	-11	0.8	-30	-44	1.1	3
COc1ccc(-c2nnc(SCC(=O)NC(=O)NCc3ccccc3)o2)cc1	0.62	-2	6	-4	0.8	-24[20 µM]	-10	-0.7	2
CCOC(=O)c1[nH]c2ccc(OC)cc2c1NC(=O)CCN1CCSCC1	0.1	1	-5	-20	-0.3	-15	-419	-0.6	-13
N#Cc1cc2c(nc1SCC1COc3ccccc3O1)CCC2 (centres undefined)	-1.1	3	-3	-25	0.1	-18	11	-0.6	7

No enrichment for hits; 3.6% or so of the library scored in one or more.
